# Bioassay records: PubChem, several laboratories
# KLK7 zymogen act: proKLK7 zymogen activators, primary screen, biochemical, fluorescence intensity; Kallikrein-7 (Homo sapiens), P49862; purified proKLK7, EDANS-DABCYL substrate fluorescence; 100% is mature enzyme control, 0% vehicle; activation, % at 7 µM; 0.9% of 370,000 active;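 active = activation above the mean of all tested compounds plus 3 SD, computed per campaign excluding outliers beyond control limits, cut at about 13% in these data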
# DAX1 inh-1: DAX1 (NR0B1) inhibitors, primary screen, cell-based, HEK293, Gal4-DAX1, luciferase luminescence | 0.99% of 340,000 active | Nuclear receptor subfamily 0 group B member 1 (Homo sapiens), P51843 | HEK293 Gal4-DAX1 luciferase reporter | AID 504766, 2011 | inhibition, % at 6.75 µM;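 active = inhibition above the mean over all tested compounds plus 3 SD, cut at about 4.2% in these data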;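 also: 0% = DAX1-transfected cells with DMSO and 100% = empty-vector control cells with DMSO; inhibition shows as a rise in luminescence from relieved DAX1 repression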
# FXN GAA850 act: FXN promoter activators, primary screen, cell-based, luciferase luminescence, HEK293 lucGAA850 | 0.56% of 360,000 active | activation, % at 6 µM | AID 540364, 2011 | HEK293 lucGAA850 FXN promoter luciferase reporter, 24 h; percent of 10 µM SAHA response;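 active = activation above the average of all compounds screened plus 3 SD, cutoff fixed separately per campaign, cut at about 7.5% in these data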;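 also: 0% = DMSO wells and 100% = 10 µM SAHA wells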
# ssDAF12 agonist: S. stercoralis DAF-12 nuclear receptor activators, primary screen, cell-based, luminescence, HEK293, GRIP1 co-expression, lit1-tk-luc | HEK293 ssDAF-12/GRIP1 lit1-tk-luc reporter; % of 3 µM dafachronic acid response | activation, % at 6.8 µM | 1% of 370,000 active;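 active = activation above the mean over all tested compounds plus 3 SD, cut at about 0.9% in these data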;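 also: 0% = DMSO-only wells and 100% = 3 µM delta7-dafachronic acid wells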
# hcDAF12 agonist: H. contortus DAF-12 nuclear receptor activators, primary screen, cell-based, luminescence, HEK293, lit1-tk-luc reporter; activation, % at 6.8 µM; HEK293 hcDAF-12 lit1-tk-luc reporter; 0% DMSO, 100% Δ7-dafachronic acid; 1.4% of 370,000 active;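 active = activation above the mean of all tested compounds plus 3 SD, cut at about 5.5% in these data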;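 also: 100% = response to 3 µM Δ7-dafachronic acid high control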
# HGIII-sPLA2 inh: human group III sPLA2 inhibitors, primary screen, biochemical, QFRET, BODIPY PC-A2 liposome substrate; 0.56% of 370,000 active; Group 3 secretory phospholipase A2 (Homo sapiens), Q9NZ20; inhibition, % at 12.2 µM; QFRET BODIPY PC-A2 liposome hydrolysis, fluorescence;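 active = inhibition above mean plus 3 SD of compounds lying within the high and low control bounds, cut at about 19% in these data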;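 also: 0% = median of test compound wells and 100% = no enzyme DMSO wells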
# hgDAF12 agonist: H. glycines DAF-12 receptor agonists, primary screen, cell-based, luminescence, HEK293, GAL4 fusion, UAS-luciferase; Nuclear hormone receptor DAF-12 (Heterodera glycines), GAL4 fusion; HEK293 GAL4-hgDAF12 UAS-luciferase reporter, agonist luminescence; normalized to butyrate control; activation, % at 6.8 µM; 1.8% of 370,000 active; AID 687014, 2013;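 active = activation above a cutoff set at the mean of all screened compounds plus 3 SD, cut at about 10% in these data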;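 also: 0% = DMSO wells and 100% = sodium butyrate wells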
# GC-B act: human GC-B receptor activators, primary screen, HEK293 GC-B cells, cGMP TR-FRET, EC30 CNP; Atrial natriuretic peptide receptor 2 (Homo sapiens), P20594; 0% at EC30 CNP, 100% saturating CNP; activation, % at 10 µM; 0.11% of 370,000 active;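 active = activation at 10 µM reaching about 35% in either raw or pattern-adjusted values, limit read from the data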
# SMARCA2 activ: SMARCA2 (BRM) function activators, primary screen, cell-based, luminescence, high throughput. activation, % at 9.1 µM. AID 652017, 2013. MG213 cells, MMTV-luciferase reporter, dexamethasone, overnight. 1% of 370,000 active; in the data active = activation above about 7.8%;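 also: 0% = vehicle wells and 100% = reference activator wells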
# DAX1 inh-2: DAX1 (NR0B1) inhibitors on StAR promoter, primary screen, cell-based, luminescence, SF-1 (NR5A1), full-length DAX-1; AID 652010, 2013; inhibition, % at 6.8 µM; 1.1% of 370,000 active; HEK293T StAR-luciferase reporter, SF-1/DAX-1 repression relief;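 active = inhibition above the mean over all tested compounds plus 3 SD, cut at about 3.6% in these data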;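 also: 0% = DAX-1 cells with DMSO and 100% = cells lacking DAX-1 with DMSO; higher inhibition means more luminescence from relief of DAX-1 repression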
# NPR1 activator: GC-A stimulated cGMP production enhancers – HEK293 GC-A cells, cGMP TR-FRET, EC30 ANP, primary screen; Atrial natriuretic peptide receptor 1 (Homo sapiens), P16066; 0% at EC30 ANP, 100% saturating ANP; activation, % at 10 µM; 0.14% of 370,000 active; in the data active = activation above about 40%
# Target sequence (P16066 whole entry, looked up): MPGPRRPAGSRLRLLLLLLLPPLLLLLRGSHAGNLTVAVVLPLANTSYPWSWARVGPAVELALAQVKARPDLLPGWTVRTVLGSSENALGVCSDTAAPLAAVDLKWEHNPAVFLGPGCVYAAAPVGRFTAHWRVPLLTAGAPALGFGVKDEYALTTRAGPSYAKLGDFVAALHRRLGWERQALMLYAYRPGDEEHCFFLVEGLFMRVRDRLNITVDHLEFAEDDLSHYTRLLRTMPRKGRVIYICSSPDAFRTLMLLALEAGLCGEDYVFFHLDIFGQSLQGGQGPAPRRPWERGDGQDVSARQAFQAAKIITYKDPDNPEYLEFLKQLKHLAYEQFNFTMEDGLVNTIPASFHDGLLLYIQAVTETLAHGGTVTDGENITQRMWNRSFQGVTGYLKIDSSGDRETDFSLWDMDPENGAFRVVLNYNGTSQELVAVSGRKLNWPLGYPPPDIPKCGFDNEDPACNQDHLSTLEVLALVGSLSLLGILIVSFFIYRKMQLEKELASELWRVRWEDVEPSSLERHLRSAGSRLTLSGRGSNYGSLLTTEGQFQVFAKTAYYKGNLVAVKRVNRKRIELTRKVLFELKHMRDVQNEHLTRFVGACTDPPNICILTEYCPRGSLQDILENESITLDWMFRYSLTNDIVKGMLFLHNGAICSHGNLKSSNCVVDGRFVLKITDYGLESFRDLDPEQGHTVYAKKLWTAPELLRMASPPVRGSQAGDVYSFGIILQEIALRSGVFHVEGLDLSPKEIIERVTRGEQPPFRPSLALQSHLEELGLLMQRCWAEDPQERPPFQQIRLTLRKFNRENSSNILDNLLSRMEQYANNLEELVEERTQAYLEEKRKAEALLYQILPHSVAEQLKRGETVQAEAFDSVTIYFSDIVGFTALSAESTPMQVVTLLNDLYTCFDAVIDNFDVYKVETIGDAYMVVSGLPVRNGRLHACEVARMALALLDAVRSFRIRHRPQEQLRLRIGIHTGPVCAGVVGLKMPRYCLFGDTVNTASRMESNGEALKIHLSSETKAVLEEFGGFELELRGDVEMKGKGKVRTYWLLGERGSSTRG
# An asterisk follows results filed as active; . = no result given.
# A first look, 5 compounds:
SMILES,KLK7 zymogen act,DAX1 inh-1,FXN GAA850 act,ssDAF12 agonist,hcDAF12 agonist,HGIII-sPLA2 inh,hgDAF12 agonist,GC-B act,SMARCA2 activ,DAX1 inh-2,NPR1 activator
CCOC(=O)C1CCN(C(=O)COC(=O)c2ccc3[nH]c4c(c3c2)CCCC4)CC1,7.0,-0.4,-1.9,-1.5,-1.6,-44.1,4.2,1.5,-1.9,-1.3,3.3
COc1ccc(OCC(=O)Nc2ccccc2C(=O)NC2CC2)cc1,0.1,-0.4,0.7,-1.6,-1.2,10.7,-1.5,9.3,-3.1,-0.3,2.2
COc1cccc(/C=C2/SC(=O)N(C)C2=O)c1OCc1ccc(C(=O)O)cc1,0.1,-0.6,1.9,-1.0,-1.5,-4.0,-0.4,-0.2,0.1,-0.1,4.1
CC1(C)CC(=O)c2cc(OCC(=O)NCCN3CCOCC3)ccc2O1,16.3*,0.1,0.7,-0.8,-0.9,3.7,3.2,-0.9,2.2,0.2,6.6
O=C(Nc1ccc(OC(F)(F)F)cc1)Nc1cccnc1,0.4,-0.1,-1.0,-1.6,-0.1,2.9,1.7,-0.9,1.6,0.2,3.0

# Main list (from the top)
SMILES,KLK7 zymogen act,DAX1 inh-1,FXN GAA850 act,ssDAF12 agonist,hcDAF12 agonist,HGIII-sPLA2 inh,hgDAF12 agonist,GC-B act,SMARCA2 activ,DAX1 inh-2,NPR1 activator
CCOC(=O)C1CCN(C(=O)COC(=O)c2ccc3[nH]c4c(c3c2)CCCC4)CC1,7.0,-0.4,-1.9,-1.5,-1.6,-44.1,4.2,1.5,-1.9,-1.3,3.3
COc1ccc(OCC(=O)Nc2ccccc2C(=O)NC2CC2)cc1,0.1,-0.4,0.7,-1.6,-1.2,10.7,-1.5,9.3,-3.1,-0.3,2.2
COc1cccc(/C=C2/SC(=O)N(C)C2=O)c1OCc1ccc(C(=O)O)cc1,0.1,-0.6,1.9,-1.0,-1.5,-4.0,-0.4,-0.2,0.1,-0.1,4.1
CC1(C)CC(=O)c2cc(OCC(=O)NCCN3CCOCC3)ccc2O1,16.3*,0.1,0.7,-0.8,-0.9,3.7,3.2,-0.9,2.2,0.2,6.6
O=C(Nc1ccc(OC(F)(F)F)cc1)Nc1cccnc1,0.4,-0.1,-1.0,-1.6,-0.1,2.9,1.7,-0.9,1.6,0.2,3.0
O=C1C(Cc2ccccc2)Nc2ncnc(N3CCN(c4ccccc4)CC3)c2N1Cc1ccc(Cl)cc1 (configuration not stated),-1.5,-1.0,-2.8,-1.3,-1.4,4.5,-2.2,-5.7,-0.5,0.2,-0.7
CCOC(=O)c1c(NC(=O)CN2CCOCC2)sc2c1CCCC2=O,-0.1,-0.8,-1.0,-1.6,-0.3,4.1,-5.7,-1.9,-1.2,-0.4,4.9
COC(=O)c1ccccc1NC(=O)Oc1ccc(F)cc1,-1.3,3.2,0.5,-0.2,1.1,7.3,2.4,3.2,-3.7,-0.4,-3.4
CCCCNCc1nc2ccccc2c(=O)[nH]1,-1.1,-0.6,3.1,-0.7,-0.6,26.9*,1.5,-0.9,5.2,-0.3,-1.2
Cc1c(NC(=O)NC(=O)c2ccc(F)cc2)c(=O)n(-c2ccccc2)n1C,-0.2,0.1,-0.4,-0.7,-2.6,4.6,0.9,-1.4,-0.7,0.0,-3.3
Cc1ccc(C(=O)N2CCN(c3ccc4c(c3)C3CC4CCN3C(=O)OCc3ccccc3)CC2)cc1 (configuration not stated),0.2,.,.,-1.2,-0.2,-3.6,0.6,2.7,-0.8,-1.9,2.9
CCOC(=O)Cc1csc(NC(=O)CSc2nnc(C)n2C)n1,-0.6,-0.4,0.7,0.2,-0.4,5.7,0.6,0.6,-0.5,-0.1,1.6
O=S1(=O)N=C(N=Nc2c(O)[nH]c3ccccc23)c2ccccc21,0.0,0.5,1.4,-0.7,-1.4,-1.6,0.7,-3.1,2.5,-0.2,-7.8
Nc1ncnc2c1ncn2[C@@H]1O[C@H](CNC(=O)[C@H](N)Cc2cscn2)[C@@H](O)[C@H]1O,-0.7,-0.2,2.4,-1.5,-1.5,8.1,-0.5,0.9,-2.1,0.3,1.7
CC1CCN(CCCOc2ccc(Cl)cc2Br)CC1,0.4,0.2,0.4,-1.2,1.2,-4.1,9.0,-7.3,0.8,-0.1,-5.0
CCN=C1S/C(=C\c2ccc(Sc3ccc(Cl)cc3)o2)C(=O)N1CC,0.1,1.0,1.7,-1.3,0.4,4.6,-0.3,-6.5,1.6,-0.4,7.4
COC(=O)[C@]12C[C@H](CC(=O)NCCC(C)C)C(=O)N(Cc3ccco3)C1=C[C@H](C(C)(C)C)O[C@@H]2C,-0.4,.,.,-1.2,0.8,-14.9,1.3,-24.8,-2.5,-0.6,-29.2
c1coc(-c2ncc[nH]2)c1,0.2,0.2,-0.4,-1.3,0.2,7.4,-0.3,-1.1,-0.2,0.5,1.7
N#CC1=C(N)OC2=C(C(=O)CCC2)C1c1ccsc1 (configuration not stated),0.4,-0.7,1.4,-0.7,0.0,1.9,2.1,3.3,5.3,0.3,3.3
Oc1cccc(N2CCN(c3cccc(O)c3)CC2)c1,-0.4,.,.,0.9*,2.0,-2.7,8.9,-2.0,7.8*,1.0,-0.7
O=C(COc1ccc(Cl)cc1Cl)NNC(=S)NCc1ccco1,-0.5,-1.6,6.7,-1.0,-1.0,-13.1,2.5,-0.3,1.7,-0.1,-0.9
CCN1CCN(C(=O)C2CCN(C(=O)c3cc4sccc4n3CC)CC2)CC1,0.1,0.8,1.3,-1.3,0.6,-0.8,-1.6,-0.5,-1.6,1.1,-0.1
CCCNC(=O)C1CC(=O)N(c2ccc(OCC(=O)Nc3cc(C)cc(C)c3)cc2)C1 (configuration not stated),0.2,2.9,2.3,-1.5,-0.7,-1.7,1.4,5.0,-1.7,0.7,-1.3
CCOc1ccc(NC(=O)CN(C)C(=O)CCNC(=O)c2ccc(Br)cc2)cc1OCC,-0.2,0.3,-0.5,-1.1,-0.3,-1.5,-1.1,-1.0,-1.6,-0.5,2.1
Cc1ccc(C)c(S(=O)(=O)N2CCN(C(=O)C3CCN(C(=O)c4ccc(F)cc4)CC3)CC2)c1,-0.8,-1.1,0.3,-1.8,-1.5,-1.3,-0.5,0.2,-3.0,-2.8,0.1
O=C1c2ccccc2/C(=C\c2ccc(O[C@@H]3CCCCO3)cc2)N1c1ccccc1,100.4*,.,.,-1.4,2.2,-9.4,10.5*,-20.2,2.8,0.9,-5.1
Nc1ccccc1SCC(=O)Nc1ccc(N2CCOCC2)cc1,0.0,0.4,-1.1,-0.4,2.5,-3.0,3.3,1.3,-1.8,-1.3,-2.6
CC(=O)Nc1ccc(S(=O)(=O)N2CCSC2)cc1,0.1,0.9,0.3,-0.9,-2.0,2.7,1.1,1.4,-2.9,-0.5,3.1
COc1cc2c(cc1OC)CN(CC(=O)Nc1ccc3c(c1)OC(F)(F)O3)CC2,0.5,0.2,-5.8,-1.9,0.3,-7.5,1.1,4.0,3.7,0.1,-2.6
Cc1ccc2nc3c(c(C(=O)O)c2c1)CCC3,-0.1,1.0,-0.2,-1.4,-0.9,-5.0,-2.3,0.1,-0.8,0.8,0.6
Cc1csc(NC(=O)CSc2ncn(-c3ccccc3)n2)n1,0.4,0.5,-0.4,-0.8,-1.3,-4.6,1.8,-8.4,-2.0,-0.8,-6.5
Clc1ccc(-n2nnnc2-c2cnc(-c3ccncc3)nc2-c2cccs2)cc1,0.5,-0.9,-2.6,-1.4,-2.5,0.9,-1.7,-16.3,-2.3,0.0,-54.2
C=CC[C@H](CC(=O)NCCO)C(=O)N[C@@H](COC(=O)[C@@H](CC=C)CC(=O)OC(C)(C)C)Cc1c[nH]c2ccccc12,0.2,-0.3,-2.8,-0.9,-1.7,-56.7,-2.9,3.2,2.6,-0.3,-0.4
CCOc1ccc(C(=O)Nc2cc3c(cc2N2CCCC2)n(CC)c(=O)n3CC)cc1OCC,6.7,-0.5,2.3,-1.5,-0.8,5.1,-1.6,3.6,-2.8,-1.2,2.0
O=C(Cc1ccc(F)cc1)N1CCC(N2CCC(C(=O)N3CCOCC3)CC2)CC1,0.8,0.8,0.1,-1.3,0.2,3.4,1.9,2.9,-3.3,-0.4,5.4
CC(C)NS(=O)(=O)c1ccc(CCC(=O)Nc2ccc3c(c2)OCCO3)cc1,0.0,0.0,-0.1,-0.9,0.0,-2.1,-0.1,3.8,1.6,0.3,2.8
COC(=O)[C@H](C(C)C)N(CCc1cn(Cc2ccccc2)nn1)S(=O)(=O)c1ccccc1Br,0.7,.,.,-1.2,-2.3,-13.3,-4.0,3.6,-0.7,0.9,0.4
C=CCOc1ccc(/C=C/C(=O)OCC(=O)NCC2CCCCC2)cc1,-0.4,-1.6,0.2,-0.2,-0.9,4.9,-1.1,6.0,-2.3,2.3,0.3
c1coc(CNc2c3c(nc4ccccc24)CCC3)c1,-1.2,-1.1,1.1,-1.3,0.9,2.1,-2.3,0.7,-4.3,-1.4,-3.1
CCC1(CC)Cc2ccccc2-c2nc(NCCO)[nH]c(=O)c21,24.7*,1.6,2.1,-1.7,-1.7,-32.6,-0.6,-5.7,0.5,-0.5,3.1
Cc1ccc(C)c(Cn2nnc3c(=O)[nH]c(C4CCCN(C(=O)C5CCCCC5)C4)nc32)c1 (configuration not stated),0.1,1.6,-2.7,-1.7,0.1,-35.4,1.9,-1.9,0.1,-0.3,-12.1
CCN(CC(=O)Nc1c(F)cccc1F)C(=O)c1cc2c(cc1Cl)N1CCCCCC1=NS2(=O)=O,0.3,1.4,0.1,-1.2,0.7,2.0,1.4,7.3,1.9,-0.4,0.1
CC(=O)Nc1ccc(OC(=O)c2cccs2)cc1,-0.6,0.7,-0.2,-1.5,0.0,7.0,1.7,2.8,-3.6,-0.3,0.3
